Compound activity: PubChem, several laboratories
Hck Nef HTS: human Hck-Nef kinase inhibition. P08631. inhibition, % at 20 µM. 220,000 tested, 0.68% active. Recombinant Hck-YEEI plus Nef, Z-Lyte FRET kinase assay;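 active means Hck-Nef kinase inhibition above about 50%, limit read from the data; inactive means inhibition below that limit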;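 further: 0% = DMSO with Hck plus Nef and 100% = Hck alone without Nef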
Target sequence (P08631 whole entry, looked up): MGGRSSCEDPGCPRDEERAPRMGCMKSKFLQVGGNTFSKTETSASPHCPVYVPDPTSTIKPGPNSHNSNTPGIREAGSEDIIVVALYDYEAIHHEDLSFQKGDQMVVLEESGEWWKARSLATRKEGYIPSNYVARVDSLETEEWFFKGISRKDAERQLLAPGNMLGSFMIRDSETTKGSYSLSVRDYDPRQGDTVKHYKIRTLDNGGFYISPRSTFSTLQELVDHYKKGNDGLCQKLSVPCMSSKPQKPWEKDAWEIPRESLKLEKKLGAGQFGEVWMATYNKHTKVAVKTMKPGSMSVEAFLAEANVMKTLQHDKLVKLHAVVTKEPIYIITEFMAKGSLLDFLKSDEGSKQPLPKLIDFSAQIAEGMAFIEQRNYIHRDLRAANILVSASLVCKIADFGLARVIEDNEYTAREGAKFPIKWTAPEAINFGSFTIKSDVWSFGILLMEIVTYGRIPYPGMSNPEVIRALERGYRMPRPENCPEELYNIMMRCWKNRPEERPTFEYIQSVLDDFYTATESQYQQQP
TbHK1 inh: blocks Trypanosoma brucei hexokinase 1 activity; recombinant TbHK1, G6PDH-coupled NADH A340; inhibition, % at 10 µM; 220,000 tested, 0.11% active; AID 1430;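 active means inhibition of 50% or more in the single-dose primary screen; inactive means inhibition below 50%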
14-3-3 Bad PPI: disrupts binding of bovine 14-3-3 zeta to phospho-Bad peptide | P63103 | TR-FRET 14-3-3zeta/Dy647-pBad peptide displacement, 1 h | 220,000 tested, 0.71% active | inhibition, % at 21.7 µM;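 active means inhibition above about 70%, limit read from the data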;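 further: 0% = full 14-3-3 plus peptide FRET controls and 100% = background without 14-3-3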
Target sequence (P63103 whole entry, looked up): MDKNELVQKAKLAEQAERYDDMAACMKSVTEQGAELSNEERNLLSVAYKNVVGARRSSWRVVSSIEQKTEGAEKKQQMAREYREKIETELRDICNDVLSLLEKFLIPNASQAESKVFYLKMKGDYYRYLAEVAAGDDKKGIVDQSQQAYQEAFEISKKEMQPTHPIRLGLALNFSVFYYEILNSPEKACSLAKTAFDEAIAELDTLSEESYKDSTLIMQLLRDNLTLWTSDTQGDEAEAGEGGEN
m-calpain inh: calpain II (pig) inhibition; purified calpain II, fluorogenic peptide substrate, 30 min; inhibition, % at 16 µM; 220,000 tested, 0.37% active;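 active means inhibition above about 50%, limit read from the data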
zVAD death inh: blocks zVAD induced death of L929 cells | L929 zVAD necroptosis rescue, ATP luminescence, 24 h; with zVAD 60 µM | viability rescue, % at 10 µM | 220,000 tested, 0.38% active;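 active means activation, scaled between plate controls, above about 75%, limit read from the data; inactive means activation under that limit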;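 further: 0% = zVAD with DMSO and 100% = DMSO alone without zVAD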
PGE2 EP2 inh: blocks the human prostaglandin E2 receptor EP2. AID 1422. inhibition, % at 25 µM. P43116. 260,000 tested, 0.52% active. C6 glioma cells expressing human EP2, cAMP TR-FRET; cells stimulated with saturating PGE2;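 active means percent inhibition above 40 after rounding to a whole number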;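 further: rat C6 glioma host cells with rolipram phosphodiesterase inhibitor present; the protocol text gives 20 µM as final concentration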
EP2 modulator: modulates human prostaglandin E2 receptor EP2 signaling; EP2-expressing cells, cAMP HTRF FRET, PGE2 co-stimulation; induction, % at 25 µM; 260,000 tested, 0.83% active; P43116; AID 940;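 active means compounds whose cAMP rise, as percent of the full-agonist control response, exceeds 60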;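 further: rat C6 glioma line stably carrying human EP2 under a CMV promoter; the protocol text gives 20 µM as final concentration; 100% = response of wells given 1 µM PGE2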
eIF4E-4G inh: eIF4E/eIF4G interaction inhibition in translation initiation; TR-FRET eIF4E-eIF4GI(517-606) binding, 2 h; inhibition, % at 21.7 µM; 220,000 tested, 0.37% active;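 active means inhibition above about 30%, limit read from the data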;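 further: 0% = full FRET control wells and 100% = background wells lacking eIF4GI fragment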
Rad51 HR inh: Rad51 (human) homologous recombination inhibition; AID 1385; 200,000 tested, 0.085% active; inhibition, % at 10 µM; Q06609; hRad51 DNA strand exchange, fluorescence dequenching;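 active means inhibition above 40% at the single screening dose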;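 further: 0% = DMSO control wells and 100% = blanks with heterologous ssDNA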
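Test system: preformed human Rad51 ssDNA filaments. Compound dosing: single dose, 10 µM final compound. Incubation: filaments 15 min 37 °C, then compound 30 min. Technique: FRET fluorescence dequenching, excitation 485 nm, emission 520 nm. Read-out basis: percent inhibition from fluorescence, normalised to plate control and blank means. Benchmarks: plate controls and plate blanks.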
* marks the source's active call; other numbers are inactive results; nt = not tested or not shown; & = joins results of further samples; [ ] = another dose, or the depositor's remark.

1: CC(c1ccccc1)N1C(=O)NC(NC(=O)c2cccnc2)(C(F)(F)F)C1=O (stereo not drawn)
2: O=C(Cc1ccc([N+](=O)[O-])cc1)N1CCN=C1SCc1ccccc1
3: C=CCC1(C#N)C(=S)NC(C)=C(C(=O)OCC)C1c1ccccc1 (stereo not drawn)
4: COC(=O)c1ccc2c(=O)n(CCCCCC(=O)NCCNC(C)=O)c(=O)[nH]c2c1
5: O=C(c1ccc([N+](=O)[O-])cc1)N1CCc2ccccc2C1
6: O=Cc1cn(CC(=O)Nc2ccc3c(c2)OCO3)c2ccccc12
7: Cc1cc(=O)[nH]c(SCC(=O)Nc2ccc3c(c2)OCCO3)n1
8: CCc1ccccc1Nc1nc2ccccc2n1CC
9: O=C(CSCCO)Nc1cc(C(F)(F)F)ccc1Cl
10: OC1CCN(C(=S)Nc2ccc(Nc3ccccc3)cc2)CC1

Compound	1	2	3	4	5	6	7	8	9	10
Hck Nef HTS	-2	4	2	20	6	22	13	12	6	21
TbHK1 inh	-4	-8	-24	-9	0	0	-5	2	2	0
14-3-3 Bad PPI	3	1[fluorescence artefact?]	1	0	3	12	16	-6	1	-4
m-calpain inh	-18	5	30	-98	-1	28	0	-31	-15	-23
zVAD death inh	0.6	3.1	-0.2	1.5	nt	0.4	-0.8	0.1	-0.7	1.9
PGE2 EP2 inh	7	10	3	10	7	5	1&4	8	8	6
EP2 modulator	27	9	-16	4	26	-27	-10&8	-19	0	-42
eIF4E-4G inh	0[fluorescence artefact?]	-5	-2	3	2	0	2	1	-3	1
Rad51 HR inh	-3	-9	nt	nt	9	-3	nt	-1	1	-17

11: C=C1c2ccccc2NC(=S)N1Cc1ccc2c(c1)OCO2
12: COc1ccc(C2Nc3ccccc3C(=O)N2NS(=O)(=O)c2ccc(C)cc2)cc1 (stereo not drawn)
13: CN1CCN(c2nc3c(c(=O)[nH]c(=O)n3C)n2CC(N)=O)CC1
14: CN(Cc1c(C(=O)N2CCc3ccccc3C2)nc2ccc(Cl)cn12)C(C1CC1)C1CC1
15: Cc1cc(C)c2c(=O)[nH]cnc2n1
16: COc1ccccc1N1CCN(C(=O)CCc2ccc(S(=O)(=O)NCC(C)C)cc2)CC1
17: Cc1nc2ccc(S(=O)(=O)NC(C(=O)Nc3nccs3)C(C)C)cc2s1 (stereo not drawn)
18: COc1ccc(C(=O)CSc2nnc(NC(=O)C3CC(=O)N(c4ccccc4C)C3)s2)cc1 (stereo not drawn)
19: COc1cc(NC(=O)c2cc(-c3ccco3)on2)c(OC)cc1Cl
20: O=C(c1ccc(-n2cccc2)cc1)N1CCOCC1

Compound	11	12	13	14	15	16	17	18	19	20
Hck Nef HTS	13	20	3	18	20	4	-7	8	1	-2
TbHK1 inh	6	-7	0	-4	-3	-4	1	2	-10	-1
14-3-3 Bad PPI	-1	-4	7	-9	-2	-6	-3	-10	-2	-19
m-calpain inh	29	-441	-31	-7	-4	-4	6	-61	-267	12
zVAD death inh	-1.2	2.2	0.0	0.6	1.7	-0.1	1.8	-0.4	0.3	0.2
PGE2 EP2 inh	3	4	12	18	5	22	19	12	nt	13
EP2 modulator	-76	55	11	76*	22	-1	-2	-3	16	7
eIF4E-4G inh	-3	-6	5[fluorescence artefact?]	-2	1	2	4	-2[fluorescence artefact?]	-5	8
Rad51 HR inh	-1	-3	-5	-2	-4	-2	2	3	nt	-1

Reprinted from the part before: 3 compounds; new compounds follow.
18: COc1ccc(C(=O)CSc2nnc(NC(=O)C3CC(=O)N(c4ccccc4C)C3)s2)cc1 (stereo not drawn)
19: COc1cc(NC(=O)c2cc(-c3ccco3)on2)c(OC)cc1Cl
20: O=C(c1ccc(-n2cccc2)cc1)N1CCOCC1
21: COc1ccc(Cn2nc(C)cc2C)cc1OC
22: O=C(COc1ccccc1)N1CCN=C1SCc1cccnc1
23: CCn1c(=O)c2cc(C(=O)Nc3cccc(C(C)=O)c3)sc2c2ccccc21
24: CC(C)CSc1nc2c(=O)[nH][nH]c(=O)c2n1Cc1ccccc1
25: Cc1nc(-c2ccccc2)sc1C(=O)NN
26: CCC1(CC)Cc2ccccc2-c2nc(NN)[nH]c(=O)c21
27: CC(=O)COc1ccc2c(-c3cccc([N+](=O)[O-])c3)cc(=O)oc2c1
28: CCCC(=O)NC(C)c1nc2ccccc2[nH]1 (stereo not drawn)
29: COc1cc(/C=N/NC(=O)c2cccnc2)ccc1OCC(=O)N1CCOCC1
30: O=C(c1n[nH]c2ccccc12)N1CCOCC1

Compound	18	19	20	21	22	23	24	25	26	27	28	29	30
Hck Nef HTS	8	1	-2	0	-1	54*	8	19	11	-6	1	3	7
TbHK1 inh	2	-10	-1	3	4	-30	9	-8	-19	-8	1	-26	-5
14-3-3 Bad PPI	-10	-2	-19	-9[fluorescence artefact?]	3	43	-3	-8	-9	18	0	-6[fluorescence artefact?]	-2
m-calpain inh	-61	-267	12	21	-1	-40	17	2	15	-17	-7	9	6
zVAD death inh	-0.4	0.3	0.2	-0.2	-0.1	0.1	0.2	1.1	0.0	1.0	-0.3	0.8	0.2
PGE2 EP2 inh	12	nt	13	4	10	8	8	4	8	9	13	5	3
EP2 modulator	-3	16	7	6	3	14	13	5	-36	-37	7	0	4
eIF4E-4G inh	-2[fluorescence artefact?]	-5	8	-8[fluorescence artefact?]	-7	-6	-1[fluorescence artefact?]	-1	1	1	-1[fluorescence artefact?]	-4[fluorescence artefact?]	1
Rad51 HR inh	3	nt	-1	-1	4	-1	-2	9	-8	0	0	4	nt

31: O=C(c1ccc(Cl)cc1Cl)N1CCC(c2nc3c(nnn3Cc3ccco3)c(=O)[nH]2)CC1
32: COc1ccc(NC(=O)Cc2coc3ccc4ccccc4c23)cc1S(=O)(=O)N1CCOCC1
33: CC1CCN(C(=O)c2cc(F)c(F)cc2Cl)CC1
34: COc1ccc(CNC(=O)C2CC(C)=C(C)CC2C(=O)O)cc1 (stereo not drawn)
35: CCCc1nc2oc3c(Cl)ncnc3c2c2c1CCCC2
36: CC(C)C(O)C1CCN(Cc2nc(-c3cccs3)no2)CC1 (stereo not drawn)
37: O=C(CCn1nc(-c2ccccc2)ccc1=O)N1CCOCC1
38: CCOC(=O)C1(CCOC)CCN(Cc2ccc(COC)o2)CC1
39: Cc1cc2cc(CN(Cc3ccco3)C(=S)NCC3CCCO3)c(=O)[nH]c2cc1C (stereo not drawn)
40: CCOC(=O)N1CCN(C(=O)CCCn2c(=O)[nH]c3ccccc3c2=O)CC1

Compound	31	32	33	34	35	36	37	38	39	40
Hck Nef HTS	2	5	7	-2	8	5	1	7	13	2
TbHK1 inh	42	24	3	5	-16	-2	-9	1	-8	2
14-3-3 Bad PPI	6	-15[fluorescence artefact?]	2	-8	-6	-2	2	-10	10[fluorescence artefact?]	-3
m-calpain inh	70*	-32	-21	-1	-3	-9	-5	-8	-20	-26
zVAD death inh	0.2	1.0	0.2	-0.1	-1.3	0.6	0.9	0.6	0.4	0.1
PGE2 EP2 inh	11	5	4	6	12	8	nt	2	13&10	6
EP2 modulator	-1	-15	36	-12	26	-23	11	14	-1&21	27
eIF4E-4G inh	4	-6	7	2	2	2	3	3	-8	-2
Rad51 HR inh	-4	-4	0	-1	-16	-37	nt	29	nt	-5

Arranged by value in m-calpain inh (high to low): some entries from above
nr | Molecule | m-calpain inh
36 | CC(C)C(O)C1CCN(Cc2nc(-c3cccs3)no2)CC1 (stereo not drawn) | -9
33 | CC1CCN(C(=O)c2cc(F)c(F)cc2Cl)CC1 | -21
32 | COc1ccc(NC(=O)Cc2coc3ccc4ccccc4c23)cc1S(=O)(=O)N1CCOCC1 | -32

The listing continues.
41: O=C(Nc1ccccc1)c1ccc(N2CCN(c3ccccc3)CC2)c(S(=O)(=O)N2CCOCC2)c1
42: Cc1ccc(NC(=S)NCCN2CCOCC2)cc1F
43: COc1cccc(SCc2noc(C(=O)NC(C)C)c2C(=O)O)c1
44: Cc1cc(N2CCCCCC2)nc(-c2ccccc2O)n1
45: CCN(C(=S)NCc1ccccc1)c1cccc2ccccc12
46: CCn1c(CC(=O)Nc2ccccc2)nnc1SCC(=O)Nc1ccccc1C(=O)OC
47: O=C1c2ccccc2C(=O)N1CCc1nc(-c2ccncc2)no1
48: Cc1cc(C)cc(NC(=O)N(C)Cc2ccccc2)c1
49: CC(=O)N1CCN(c2ccc(NC(=O)c3ccc4c(c3)OCCO4)cc2)CC1
50: COc1ccc2c(c1OC)C(=O)OC2Nc1ncc(Br)cc1Br (stereo not drawn)

Compound	41	42	43	44	45	46	47	48	49	50
Hck Nef HTS	-22	25	0	1	20	2	-22	-1	2	2
TbHK1 inh	-1	0	1	3	-12	1	2	-2	-5	-4
14-3-3 Bad PPI	-62[fluorescence artefact?]	-6	2	24	-15	-1	-6	-1	-4	52
m-calpain inh	-318	14	25	-7	6	-22	-20	23	3	6
zVAD death inh	0.9	1.0	-0.2	2.4	-0.4	-0.2	-0.7	-0.3	0.0	0.6
PGE2 EP2 inh	2	0	6	nt	9	8	3	12	8	8
EP2 modulator	42	-27	2	60	35	11	6	-12	-17	18
eIF4E-4G inh	-88[fluorescence artefact?]	4	0	8	0	5[fluorescence artefact?]	-2	9	-1	5
Rad51 HR inh	-5	-8	1	nt	-2	7	7	15	1	-6

51: O=C1CCCc2ccccc2N1Cc1ccccc1Cl
52: O=C(O)c1ccc(NCc2nc3ccccc3n2Cc2ccccc2F)cc1
53: COc1cccc(NS(=O)(=O)Cc2ccccc2)c1
54: COc1ccccc1NC(=O)CSc1nnc(CC(=O)Nc2cccc(C(F)(F)F)c2)n1C
55: C[C@H](NC(=O)c1[nH]cnc1C(=O)Nc1ccc(CNC(=O)OC(C)(C)C)cc1)C(=O)OCc1ccccc1
56: CC(=O)c1cccc(NC(=O)C2CC(=O)N(CCc3ccccc3)C2)c1 (stereo not drawn)
57: O=c1c(C(c2ccc(Cl)cc2)c2c(O)nc3n(c2=O)CCCS3)c(O)nc2n1CCCS2
58: COc1ccccc1N=C1SC(C(=O)Nc2ccc(F)cc2)CC(=O)N1C (stereo not drawn)

Compound	51	52	53	54	55	56	57	58
Hck Nef HTS	1	21	1	3	22	22	10	13
TbHK1 inh	0	-2	-4	-6	2	-3	-4	1
14-3-3 Bad PPI	-8	-4	6	3	-5	-2	1	-8
m-calpain inh	10	-20	5	-7	9	-20	42	-23
zVAD death inh	-0.3	0.4	0.0	-0.4	0.1	0.8	-0.3	-0.1
PGE2 EP2 inh	11	6	7	10	35	4	6	8
EP2 modulator	16	35	6	-16	-33	5	15	-66
eIF4E-4G inh	16	-2	3[fluorescence artefact?]	-1	0	-1	-3	2
Rad51 HR inh	7	-11	8	-3	8	-3	-5	2

An excerpt, so the mix of outcomes need not match the whole.
